From PubChem BioAssay
STK33 inh = human STK33 kinase inhibition | Q9BYT3 | purified STK33, MBP phosphorylation, ADP-Glo luminescence | inhibition, % at 10 µM | 320,000 compounds, 0.073% hits | AID 2661;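 active = inhibition at or above 25%, using the most active replicate where run in duplicate; inactive = inhibition below 25%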
Target sequence (Q9BYT3 whole entry, looked up): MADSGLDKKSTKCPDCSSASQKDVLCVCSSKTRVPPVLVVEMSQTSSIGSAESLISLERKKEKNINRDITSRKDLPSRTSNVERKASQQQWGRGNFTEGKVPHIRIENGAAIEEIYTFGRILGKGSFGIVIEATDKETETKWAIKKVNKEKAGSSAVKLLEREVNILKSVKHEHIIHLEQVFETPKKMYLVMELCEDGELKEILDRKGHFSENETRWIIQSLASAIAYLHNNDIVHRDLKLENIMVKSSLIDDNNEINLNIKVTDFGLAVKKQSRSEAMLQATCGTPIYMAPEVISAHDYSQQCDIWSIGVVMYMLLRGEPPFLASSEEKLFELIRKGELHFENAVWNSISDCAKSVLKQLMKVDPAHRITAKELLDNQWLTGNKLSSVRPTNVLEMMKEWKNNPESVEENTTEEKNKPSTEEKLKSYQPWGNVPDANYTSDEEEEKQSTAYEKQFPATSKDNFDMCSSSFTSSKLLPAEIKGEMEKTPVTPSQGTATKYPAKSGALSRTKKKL
OX1R antag = OX1R (human) antagonism | OX1R-expressing cells, FRET antagonist read-out | 330,000 compounds, 1.8% hits | inhibition, % at 6.6 µM; in the data active = inhibition mostly above about 38%, no sharp cut-off; inactive = mostly below about 40%;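 also: 0% = agonist challenge alone and 100% = reference antagonist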
Target sequence (O43613 whole entry, looked up): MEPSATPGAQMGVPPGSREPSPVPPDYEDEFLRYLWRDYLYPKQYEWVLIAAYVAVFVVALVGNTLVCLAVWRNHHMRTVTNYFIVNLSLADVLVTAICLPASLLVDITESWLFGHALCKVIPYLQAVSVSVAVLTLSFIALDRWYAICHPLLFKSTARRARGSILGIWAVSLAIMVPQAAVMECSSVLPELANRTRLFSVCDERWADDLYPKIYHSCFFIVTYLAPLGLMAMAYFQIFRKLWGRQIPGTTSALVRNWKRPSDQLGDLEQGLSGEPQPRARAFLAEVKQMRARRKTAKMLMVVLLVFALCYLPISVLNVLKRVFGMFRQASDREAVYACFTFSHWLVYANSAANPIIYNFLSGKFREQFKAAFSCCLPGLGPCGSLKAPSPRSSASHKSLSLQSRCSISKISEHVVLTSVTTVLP
An asterisk follows results filed as active; . = no result given.

Sequence of screens: STK33 inh	OX1R antag
> Cn1nc(C(F)(F)F)c(-c2cccc(C(F)(F)F)c2)c1NC(=O)c1cccnc1
 : -1.7	14
> CC(C)(C)c1nc2scc(-c3ccc(Br)cc3)c2c(=O)o1
 : -0.2	22
> COc1ccccc1C1CC(=O)NC(C)=C1C(=O)OCC(C)C (stereo not drawn)
 : 0.7	7
> CN(CC(=O)Nc1ccc(Cl)c(S(=O)(=O)N2CCOCC2)c1)C(=O)c1ccc(C#N)cc1
 : .	1
> Cc1cccc(Nc2ncnc3c2cnn3C)c1
 : 0.5	4
> COCC(C)n1c(C)cc(C(=O)CSc2nnnn2-c2ccc(O)cc2)c1C (stereo not drawn)
 : 0.5	7
> Cn1c(Cn2c(=O)sc3ccccc32)nnc1SCc1ccccn1
 : -1.6	3
> COc1ccc(CCNC(=O)c2cccs2)cc1OC
 : 0.8	10
> COc1cc(OC)c(OC)cc1CNC1CCCCCC1
 : -0.6	4
> CC(=O)Nc1ccc(OCC(=O)N2CCC(Cc3ccccc3)CC2)cc1
 : -0.3	21
> CCC(c1nc2ccccc2c(=O)n1-c1cccnc1)N1C(=O)c2ccccc2C1=O (stereo not drawn)
 : -0.9	5
> Cc1ccsc1/C=N/N1CCN(c2ccccn2)CC1
 : 0.6	10
> CCOc1cc(/C=N/NC(=O)C(=O)NCCCOC(C)C)cc(Br)c1O
 : -0.4	30
> Cc1ccc(C)c(N(CC(=O)NCc2ccco2)C(=O)CNS(=O)(=O)c2ccc(F)cc2)c1
 : -0.2	28
> Cc1c(C(=O)N(C)C)c2cc(Cl)ccc2n1O
 : -0.5	9
> Cc1cnc(C(=O)NC(C)CCc2ccccc2)cn1 (stereo not drawn)
 : -5.1	7
> CC(=O)c1cnc(Nc2ccccc2)s1
 : 6.6	21
> C/C(=C\C(=O)c1ccc(Br)cc1)Nc1ccc(Cl)cc1
 : -1.1	8
> Cc1cc(C)n(-c2nc(-c3cccc(Cl)c3)cs2)n1
 : 3.1	47
> CCC(c1nnc(SCC(=O)NCCc2ccc(OC)c(OC)c2)n1Cc1ccccc1)N(C)C (stereo not drawn)
 : -0.2	10
> Cn1cc(Br)c(C(=O)NC2CCCCCC2)n1
 : -0.9	.
> CCC(=O)c1ccc(N2CCCCC2)c(F)c1
 : -0.7	16
> CC1(c2ccccc2)NC(=O)N(CC(=O)Nc2ccc(N3CCOCC3)cc2)C1=O (stereo not drawn)
 : -1.1	1
> COc1ccccc1/C=C/C(=O)NNC(=O)c1cc(C)oc1C
 : .	16
> O=C(NCC(O)CO)c1ccc2[nH]c3ccccc3c2c1 (stereo not drawn)
 : 1.0	27
> CCOc1cc(CNCCc2c[nH]c3ccccc23)cc(Cl)c1OCC(N)=O
 : -0.4	12
> COC(=O)C1=C(C)N(Cc2ccccc2)C(=NCCCCO)N[C@H]1CCc1ccccc1
 : 0.4	41
> O=C(NN=Cc1ccccc1OC(F)F)c1ccc(NS(=O)(=O)c2cccs2)cc1
 : -0.6	0
> COCCNC(=O)C(=O)NCC(c1ccc2c(c1)OCO2)N1CCN(c2ccc(F)cc2)CC1 (stereo not drawn)
 : 0.6	17
> CCC1CCCCN1C(=O)NC(=O)c1ccccc1 (stereo not drawn)
 : -0.3	23
> COc1ccccc1N1CCN(C(=O)C(OC(C)=O)c2ccccc2)CC1 (stereo not drawn)
 : -3.4	2
> O=C(Nc1ccc(N2CCCC2)c(Cl)c1)c1ccccc1[N+](=O)[O-]
 : -1.5	12
> CCOC(=O)Cn1ccc(NC(=O)c2ccc3c(c2)OCO3)n1
 : -0.3	4
> O=S(=O)(c1ccccc1)c1ccc(N2CCCCCC2)cc1
 : -2.0	24
> CCOc1ccc(Cl)cc1S(=O)(=O)NC1CCCC1
 : -1.2	10
> CCC1CN(C(=O)N2CCC(C(=O)NCc3cccc(OC)c3OC)CC2)c2cc(C)ccc2O1 (stereo not drawn)
 : -0.1	11
> Cc1ccc(/C=N/N2CCN(c3ccncc3S(=O)(=O)N3CCCCC3)CC2)cc1
 : -0.6	10
> CC(=O)c1ccc(CCCCCCCCCC(=O)O)s1
 : 1.0	17
> Cc1ccc(C2c3c(C)nn(-c4ccc([N+](=O)[O-])cc4)c3N=C3C(=O)Nc4ccccc4N32)cc1 (stereo not drawn)
 : -1.3	1
> CN(C)C(=O)COC(=O)c1cc(Cl)cc(Cl)c1N
 : 0.9	16
> CCOc1ccc(NS(=O)(=O)c2ccc(OCC(=O)NCCCOC)cc2)cc1
 : -1.0	16
> Cc1ccsc1C(=O)OCC(=O)NCCc1ccccc1
 : -0.5	2
> Cc1ccc(C(=O)Nc2nc(C)c(C(=O)N(C)C)s2)o1
 : -1.0	8
> Cc1nn2c(=O)cc(CSc3ccccc3NC(=O)c3ccccc3)nc2s1
 : -0.1	13
> CCNC(=S)NNC(=O)c1csc2c1CCC(C)C2 (stereo not drawn)
 : -1.0	28
> c1nc(N2CCC3(CC2)OCCO3)c2[nH]cnc2n1
 : 5.0	16
> CC1(C)CC(=O)C(Sc2nnc(-c3ccc(O)cc3)n2CC2CCCO2)C(=O)C1 (stereo not drawn)
 : 0.3	-10
> COc1ccc(C(C)=O)cc1COc1ccc(-n2cnnn2)cc1
 : -1.3	13
> O=C1C=C(N2CCCCC2)C2(CCCCC2)O1
 : .	11
> COc1cccc(Oc2cncnc2-c2ccc(OC)cc2O)c1
 : -1.5	19
> COc1cc(OC)c(N(C)S(=O)(=O)c2cccc(C(=O)OCC(=O)N3CCOCC3)c2)cc1Cl
 : -0.5	10
> Cc1ccc(/C=N/N2CCN(Cc3ccccc3)CC2)cc1
 : -1.8	17
> COc1ccc(C(=O)NCc2cccs2)cc1S(=O)(=O)N1CCOCC1
 : 0.1	23
> Cc1ccc2[nH]c(=O)c(CC=C(Cl)Cl)c(C)c2c1
 : -0.2	9
> Cn1nc([N+](=O)[O-])c(C(C#N)c2nc3ccccc3n2C)c(Cl)c1=O (stereo not drawn)
 : 1.0	29
> CCCCc1oc2ccccc2c1C(=O)c1cc(I)c(OCCN(CC)CC)c(I)c1
 : -1.1	23
> O=C(O)CCSc1ncnc2sc(-c3ccccc3)cc12
 : -0.2	3
> CS(=O)(=O)N1CCN(c2ccc(NC(=O)C(c3ccccc3)c3ccccc3)cc2)CC1
 : 0.4	9
> Cn1ncc2c(N3CCC(Cc4ccccc4)CC3)ncnc21
 : -0.1	58*
> CCn1c(=O)cc(SCC(=O)N2CCN(Cc3ccc4c(c3)OCO4)CC2)c2ccccc21
 : 0.1	9

(cont.)
Sequence of screens: STK33 inh	OX1R antag
> COc1ccc(-n2c(-c3ccc(Br)cc3)nc(=S)c3c2CCCC3)cc1
 : -1.3	10
> O=C1CC2(CCN(C(=O)c3ccc(Br)cc3)CC2)Oc2ccccc21
 : -0.8	21
> Cc1ccc(C(=O)N/C(=C/c2ccco2)C(=O)Nc2cccc(C)c2)cc1
 : 0.4	16
> NC1=NC[C@H](Cc2ccc(O)cc2)N1CCc1cccc2ccccc12
 : 0.9	31
> CCOc1ccc(C(=O)Nc2ccc(N3CCN(C(C)=O)CC3)cc2)cc1[N+](=O)[O-]
 : -1.1	14
> CCCCCCNc1cc(C)oc(=O)c1C(C)=O
 : -0.4	25
> CC1=C/C(=N\OC(=O)/C=C/c2ccccc2)C(C)=CC1=O
 : -0.1	10
> CN1C(C(=O)NCC2CC2)CC2Cn3c(nc4cc5ccccc5cc43)C21 (stereo not drawn)
 : -1.4	40
> CCN1C(=O)[C@H]2[C@@H](c3ccc(C)cc3)N3C(=O)N(c4cccc(Cl)c4)C(=O)[C@@]3(C)[C@H]2C1=O
 : -1.3	32
> O=C(CN1CCN(C2CCCCC2)CC1)c1c[nH]c2ccccc12
 : -0.8	7
> Cc1cccc(S(=O)(=O)NNC(=O)c2cc(-c3ccc(F)cc3)nc3ccccc23)c1
 : -1.6	-1
> CS(=O)(=O)c1ccc(N2CCN(C3CC(=O)NC3=O)CC2)cc1 (stereo not drawn)
 : -1.3	13
> Cc1cc(C)n(C(C)CNC(=O)c2ccc3c(c2)OCO3)n1 (stereo not drawn)
 : -1.9	14
> COC(=O)c1cnn(-c2ccccc2)c1N
 : .	3
> CN(C)CCOCCOc1ccc(Cl)cc1C(C)(C)C
 : -0.5	13
> CS(=O)(=O)c1ccc2nc(NC(=O)C3CCCCC3)sc2c1
 : 8.4	2
> COC(=O)c1cccc(Nc2nc(-c3cccnc3)nc3ccccc23)c1
 : 1.8	20
> Cc1cccc(NC(=S)N(c2ccccc2)C(C)C)c1C
 : 0.7	7
> CC(C)(C)OC(=O)N1Cc2ccccc2C[C@H]1C(=O)NC1CCCC1
 : -1.5	.
> CCC(C)Sc1nc2c(cnn2-c2ccc(C)c(C)c2)c(=O)[nH]1 (stereo not drawn)
 : -2.2	9
> Clc1ccc2nc(CN3CCCc4ccccc43)cn2c1
 : -0.4	23
> C=CCNc1nc2ccccc2nc1NS(=O)(=O)c1cccs1
 : -1.2	14
> Cc1cccc(N(CC(=O)N/N=C/c2ccccc2C(=O)O)S(C)(=O)=O)c1C
 : -0.6	12
> COc1cccc(-n2c(CNc3ccc(F)cc3)nnc2SCC(N)=O)c1
 : 0.6	6
> CCc1nc(Nc2ccccc2OC)c2oc3ccccc3c2n1
 : -1.1	3
> CC1CC(C)CN(S(=O)(=O)c2cc3c4c(c2)CCC(=O)N4CCC3)C1 (stereo not drawn)
 : -0.1	5
> Cc1ccc(-c2cc(C(=O)N3CCc4ccccc4C3)[nH]n2)cc1C
 : 0.5	15
> Cn1cccc1Cc1nnc(SCC(=O)NCCc2ccccc2)n1-c1ccc(F)cc1
 : -2.9	7
> O=c1[nH]c(O)c(/C=C2\C=Nc3ccccc32)[nH]1
 : -0.7	.
> Cc1cc(C(=O)COc2ccc(Cl)cc2Br)c(C)n1C
 : -1.0	4

Full records as entered above:
Results for Cc1cccc(N(CC(=O)N/N=C/c2ccccc2C(=O)O)S(C)(=O)=O)c1C : STK33 inh: -0.6; OX1R antag: 12
Results for Cn1cccc1Cc1nnc(SCC(=O)NCCc2ccccc2)n1-c1ccc(F)cc1 : STK33 inh: -2.9; OX1R antag: 7

Other records
Sequence of screens: STK33 inh	OX1R antag
> CCOC(=O)C1(Cc2ccccc2Cl)CCN(C(=O)CCn2ccnc2C)CC1
 : 0.2	10
> O=C(CSCc1ccccc1Cl)Nc1c[nH]c(=O)[nH]c1=O
 : .	11
> O=C(c1ccc(O)cc1)c1ccc(O)cc1O
 : 6.8	7
> CCN(CC(=O)NCc1cccs1)C(=O)COc1ccc(C(N)=O)cc1
 : .	3
> COCc1ccc(CN2CCCC(CO)(Cc3cccc(OC)c3)C2)o1 (stereo not drawn)
 : 0.3	20
> O=C(CNc1cc(S(=O)(=O)N2CCOCC2)ccc1NCC1CCCO1)Nc1cccc(F)c1 (stereo not drawn)
 : -1.8	17
> Cn1c(=O)cc2c3c(c(N4CCCCC4)ccc31)C(=O)c1ccccc1-2
 : 0.7	14
> O=C(CN1C(=O)NC2(CCCC2)C1=O)N1CCN(S(=O)(=O)c2cccc(C(F)(F)F)c2)CC1
 : -0.9	9
> O=C(N/N=C/c1ccccn1)c1ccc(S(=O)(=O)N2CCCCCC2)cc1
 : -0.7	18
> CC(C)CCNC(=O)C1CC(c2cccc(F)c2)=NO1 (stereo not drawn)
 : -0.3	25
> Cn1c(N)c(C(=O)CNC2CCCCC2)c(=O)n(C)c1=O
 : -0.1	2
> CCn1nc(NC(=O)CC(C)C)c2cc3ccc(C)cc3nc21
 : 0.1	8
> CC(=O)NC(NC(=S)Nc1ccccc1Br)C(Cl)(Cl)Cl (stereo not drawn)
 : 0.2	5
> O=C(NCCc1ccccc1)C(=O)NC1CCCCC1
 : -1.9	38
> CCN(Cc1ccccc1)C(=O)CCc1nnc(CCCc2ccccc2)o1
 : -0.2	16

Pulled by compound from the list above:
Sequence of screens: STK33 inh	OX1R antag
> CC(=O)c1cnc(Nc2ccccc2)s1
 : 6.6	21
> CCOc1ccc(C(=O)Nc2ccc(N3CCN(C(C)=O)CC3)cc2)cc1[N+](=O)[O-]
 : -1.1	14
> O=C1C=C(N2CCCCC2)C2(CCCCC2)O1
 : .	11
> COc1cc(OC)c(N(C)S(=O)(=O)c2cccc(C(=O)OCC(=O)N3CCOCC3)c2)cc1Cl
 : -0.5	10
> Cc1ccc(C2c3c(C)nn(-c4ccc([N+](=O)[O-])cc4)c3N=C3C(=O)Nc4ccccc4N32)cc1 (stereo not drawn)
 : -1.3	1

Remaining list, next part.
Sequence of screens: STK33 inh	OX1R antag
> COc1cccc(C2CC(=O)Nc3cc(OC)c(OC)cc32)c1 (stereo not drawn)
 : -1.5	.
> Cc1cccc2cc(CN(CC3CCCO3)C(=O)NC3CCCCC3)c(=O)[nH]c12 (stereo not drawn)
 : 0.1	8
> CCN(CC(=O)NCc1cccs1)C(=O)c1ccc(C)o1
 : 0.4	3
> c1ccc(-n2ncc3c2ncn2cnnc32)cc1
 : 0.9	-1
> OCC1CCCCN1CCNCc1cn[nH]c1-c1cccc2ccccc12 (stereo not drawn)
 : 0.4	10
> O=C(Nc1ncc(Cc2cccc(Cl)c2)s1)C1=NCCN1
 : 1.7	5
> Cn1c(=O)c2c(n(C)c1=O)=NC1(CCCCC1)N=2
 : -1.7	29
> O=C(CCn1c(=S)oc2ccccc21)Nc1ccc(F)cc1
 : -3.0	9
> CCC(CO)Oc1cc(NCc2cccc(OC)c2)c2ncn(C(C)C)c2c1 (stereo not drawn)
 : 2.1	17
> Cc1ccc(C)c(OCC(=O)Nc2cccc(S(=O)(=O)NC3=NCCCCC3)c2)c1
 : -0.6	33
> Cc1ccc(C)c(N2CCN(C(=O)C34CC5CC(C3)CC(n3nnc(C)n3)(C5)C4)CC2)c1
 : 0.4	-2
> COC(=O)C1CN(C(=O)C(C)Oc2ccccc2Cl)c2ccccc2O1 (stereo not drawn)
 : 3.3	16
> O=[N+]([O-])c1cccc(-c2nc(-c3ccncc3)no2)c1
 : 0.7	113*
> Cc1onc(-c2ccccc2Cl)c1C(=O)N1C=CC(C(F)(F)F)=NCC1
 : -0.4	2
> CCCCn1c(O)c(C=NCCCN(C)C)c(=O)[nH]c1=O
 : -3.0	-4
> CC1CN(C(=O)c2cccc(S(=O)(=O)Nc3cc(Cl)ccc3Cl)c2)CC(C)O1 (stereo not drawn)
 : -2.6	20
